Compound activity (PubChem)
LYP phosphatase – PTPN22 lymphoid phosphatase activity blockers – biochemical, fluorescence intensity, uHTS (AID 1779); recombinant LYP phosphatase, fluorescence intensity; higher % means a stronger effect; inhibition, % at 11.5 µM; hits with a dose series show IC50 in µM; actives 0.054% (n = 290,000); in the data active = inhibition above about 50%;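 note: plate controls were vehicle with enzyme for no effect and no enzyme for full effect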
Numbers without * were called inactive. An excerpt; count on the stated rates, not on these rows.

SMILES	LYP phosphatase
CC1CCN(S(=O)(=O)c2ccc3nc(N4CCN(c5ccccc5)CC4)ccc3c2)CC1	-2%
CCn1c(=O)c2sccc2n2c(CCCC(=O)N3CCN(c4ccccn4)CC3)nnc12	-8%
Cc1ccc(NC(=O)CCn2c(=O)[nH]c3ccsc3c2=O)cc1C	36%
CCCC(C(=O)NC1CCCC1)N(Cc1ccc(OC)cc1)C(=O)c1snc(C(N)=O)c1N (configuration not stated)	-5%
COc1cc(C(=O)NCCNc2nc3c(C)c(C)ccc3cc2C#N)cc(OC)c1OC	-7%
COc1ccc(C)cc1S(=O)(=O)Nc1ccc2c(c1)OCCO2	-8%
COc1ccccc1NC(=O)CCC(=O)N1CC(C)Oc2ccc(C)cc21 (configuration not stated)	-9%
COc1ccccc1CNCc1cc(=O)oc2c(C)c(C)ccc12	-5%
Cc1ccc(Nc2nc(Cl)nc(NC(C)(C)C)n2)cc1	-6%
Cc1cccc(N(CC(=O)NCc2ccco2)C(=O)CCC(=O)Nc2ccccn2)c1C	-13%
CC(C)OCCCNC(=O)CCCC(=O)Nc1ccc(OCCc2ccccc2)cc1	-8%
COc1ccc(Br)cc1/C=N/n1c(-c2ccccc2)n[nH]c1=S	-8%
CC1(C(=O)N2CCC(CC3CC(c4cccc(Br)c4)=NO3)(C(=O)NCC3CCCCC3)CC2)CC1 (configuration not stated)	-10%
CCCCCCc1ccc(N2C[C@H](CCCCC)[C@@H](CC(=O)NCc3ccccc3)C2=O)cc1	-6%
CC(=O)OC(C)(C)C1Cc2cc3ccc(=O)oc3cc2O1 (configuration not stated)	-11%
Nc1ccc(Oc2ncccn2)c(Cl)c1	-12%
O=C(c1ccco1)N1CCN(Cc2cccc3ccccc23)CC1	-7%
O=C(Nc1ccc2[nH]c(=O)[nH]c2c1)c1ccc(Br)o1	-6%
COc1ccc(CCNC(=O)C(=O)c2c(C)[nH]c3ccccc23)cc1	-2%
COc1ccc(S(=O)(=O)N2CCN(C/C=C/c3ccccc3)CC2)cc1F	-5%
COc1ccc(S(=O)(=O)/C(C#N)=C/Nc2ccccc2F)cc1	-1%
O=C(NC1CCN(S(=O)(=O)c2cccc(Cl)c2)CC1)C1CCCCC1	-11%
Cc1cccc(COc2ccccc2C(=O)OCC(=O)N(C)c2c(N)n(Cc3ccccc3)c(=O)[nH]c2=O)c1	-3%
Cc1ccc(S(=O)(=O)NNC(=O)Nc2ccc([N+](=O)[O-])cc2)c(C)c1	1%
O=C(NC1CC1)c1nc(Cn2ccc([N+](=O)[O-])n2)no1	-11%

The listing continues.
SMILES	LYP phosphatase
O=C(NCc1ccc(F)cc1)C1CCCN(C(=O)Nc2ccc(F)cc2)C1 (configuration not stated)	-12%
CC(=O)c1cccc(NC(=O)CSc2nnnn2C2CCCC2)c1	-17%
Cc1ccc(S(=O)(=O)N(C)C)cc1NC(=S)N(C)C1CCN(C)CC1	-6%
CCOc1ccc(NC(=O)C2CCCN2C(=O)Oc2ccccc2)cc1 (configuration not stated)	-4%
COc1ccccc1N1CCN(c2nccc(C)n2)CC1	-4%
CCOC(CNC(=O)c1cccn2c(=O)c3c(C)c(C)sc3nc12)OCC	-4%
C=Cc1cccc(NC(=O)c2ccc(NC(=O)c3ccco3)cc2)c1	-3%
CCn1c(SCC(=O)NNC(=O)c2ccc(OC)cc2)nnc1C1CC1	-12%
CC(=O)Nc1ccc(NC(=O)CCS(=O)(=O)c2ccc3c(c2)oc(=O)n3C)cc1	-5%
Cc1ccc(-c2csc(Cc3nc(-c4ccc5c(c4)CCC(=O)N5)cs3)n2)cc1	-5%
O=C(CCC(=O)N1CCOc2ccccc21)NCCc1ccccc1	-1%
CC(C)=CCN1CCN(Cc2cn(C(C)C)c3ccccc23)CC1CCO (configuration not stated)	-11%
CC1=NOC(=O)/C1=C/c1ccc(O)c(Cl)c1	-6%
O=[N+]([O-])c1cc([N+](=O)[O-])c(Oc2ccc(Br)cc2Br)cc1NN1CCCCC1	2%
COC(=O)C(CC(=O)c1ccc(C)cc1)n1cccn1 (configuration not stated)	-9%
COc1cc(SC)ccc1C(=O)Nc1ccc2ncccc2c1	-5%
NS(=O)(=O)c1ccc(CCNC(=O)CCc2nc3ccccc3s2)cc1	-5%
Cc1ccc2c(cnn2C(=O)CCCC(=O)NCc2cccc(F)c2)c1	-8%
Cc1ccc(C)c(S(=O)(=O)N2CCCOC2CNC(=O)C(=O)NCCc2ccccc2)c1 (configuration not stated)	-10%
CC/C(=N\NC(=O)C1CCCC1)c1ccc(Br)cc1	-5%
Cc1ccc(OCC(=O)NCCNC(=O)c2ccccn2)cc1	-10%
COc1ccc(CCN2CC(C(=O)NCc3cccc4[nH]ccc34)CCC2=O)cc1 (configuration not stated)	-8%
COc1cc(C(=S)N2CCOCC2)ccc1OC(=O)c1ccc(Br)cc1	-11%
CCc1nnc(NS(=O)(=O)c2ccc(NC(=O)c3ccccc3OC)cc2)s1	-5%
CCN(CCCNC(=O)c1ccc2c(c1)NC(=O)CN2C)c1cccc(C)c1	-10%

Overlap with the part before: 6 entries; new compounds follow.
SMILES	LYP phosphatase
CC/C(=N\NC(=O)C1CCCC1)c1ccc(Br)cc1	-5%
Cc1ccc(OCC(=O)NCCNC(=O)c2ccccn2)cc1	-10%
COc1ccc(CCN2CC(C(=O)NCc3cccc4[nH]ccc34)CCC2=O)cc1 (configuration not stated)	-8%
COc1cc(C(=S)N2CCOCC2)ccc1OC(=O)c1ccc(Br)cc1	-11%
CCc1nnc(NS(=O)(=O)c2ccc(NC(=O)c3ccccc3OC)cc2)s1	-5%
CCN(CCCNC(=O)c1ccc2c(c1)NC(=O)CN2C)c1cccc(C)c1	-10%
COc1cc(NS(=O)(=O)c2ccc(NC(=S)NC(=O)c3ccc(F)c(F)c3)cc2)nc(OC)n1	3%
COc1ccc(N2CC(C(=O)NC3CCSC3=O)CC2=O)cc1 (configuration not stated)	-6%
CCC(=O)c1ccc(OCC(O)CN2CCN(c3ccccn3)CC2)cc1 (configuration not stated)	17%
COc1ccc(N2CC(C(=O)N3CCOCC3)CC2=O)cc1 (configuration not stated)	-2%
Cc1ccc(Cl)cc1N(CC(=O)NCc1ccccc1)S(C)(=O)=O	-9%
CCc1[nH]nc(C(=O)N2CCCC(C(=O)c3cccc(OC(C)C)c3)C2)c1C (configuration not stated)	-6%
C=CCN1C(=O)N(CC=C)c2cccc3cccc1c23	-4%
COC(C(=O)Nc1ccnn1C1CCN(Cc2cnn(C)c2)CC1)c1ccccc1 (configuration not stated)	-7%
C=CCn1c(=S)[nH]c2cc(C(=O)Nc3ccc(OC)c(OC)c3)ccc2c1=O	-13%
C[n+]1ccccc1/C=C/c1ccc([N+](=O)[O-])cc1	-7%
Cc1cccc(C)c1OCC(O)CNC(C)c1ccccc1 (configuration not stated)	-7%
COc1ccc2cc3cc(C(=O)N4CC(C)CC(C)C4)oc3nc2c1 (configuration not stated)	1%
CSc1ccc(S(=O)(=O)N2CCC(C(=O)Nc3cccnc3)CC2)cc1	-5%
Cc1ccccc1NS(=O)(=O)c1cc2c(cc1C)N(C)CCO2	-3%
Cc1ccc(NC2CCCN(C(=O)CCC(=O)c3ccccc3)C2)cc1C (configuration not stated)	-2%
COc1ccc(S(=O)(=O)Nc2c(NC3CCCCC3)c3ccccc3oc2=O)cc1	0%
COC(=O)c1ccc(C(=O)N2CCCC(Nc3ccc(F)c(F)c3)C2)cc1 (configuration not stated)	-9%
CS(=O)(=O)N1CCc2ccc(NC(=O)C3CCCO3)cc2C1 (configuration not stated)	74%*
Cc1cc(OCc2cc(C(=O)N(C)Cc3nonc3C)no2)cc(C)c1Cl	-1%
CCn1c(SCc2ccccc2)nc2cc(S(N)(=O)=O)ccc21	-9%
CCOC(=O)CC1C(=O)NCCN1C(=O)c1c(Cl)cccc1Cl (configuration not stated)	4%
CC(C)c1ccc(NC(=O)Cn2ncc3ccccc32)cc1	-7%
COc1cccc(NC(=O)[C@H](CC(C)C)NC(=O)N2CCn3c2nc2ccccc23)c1	-1%
COc1ccc(CCC(=O)Nc2nccs2)cc1OC	-16%
O=C(Nc1ccc(Cl)c(NC(=O)c2cccs2)c1)c1ccco1	-8%

The list goes on (7 carried over from the part before).
SMILES	LYP phosphatase
Cc1cc(OCc2cc(C(=O)N(C)Cc3nonc3C)no2)cc(C)c1Cl	-1%
CCn1c(SCc2ccccc2)nc2cc(S(N)(=O)=O)ccc21	-9%
CCOC(=O)CC1C(=O)NCCN1C(=O)c1c(Cl)cccc1Cl (configuration not stated)	4%
CC(C)c1ccc(NC(=O)Cn2ncc3ccccc32)cc1	-7%
COc1cccc(NC(=O)[C@H](CC(C)C)NC(=O)N2CCn3c2nc2ccccc23)c1	-1%
COc1ccc(CCC(=O)Nc2nccs2)cc1OC	-16%
O=C(Nc1ccc(Cl)c(NC(=O)c2cccs2)c1)c1ccco1	-8%
O=C1C(=O)N(c2ccccn2)C(c2cccc(F)c2)/C1=C(/O)c1ccccc1 (configuration not stated)	-7%
Cc1ccc(-n2nnnc2SCC(=O)Nc2ccc(N3CCN(C)CC3)cc2)c(C)c1	-14%
O=C(c1cccc(-c2ccccc2F)c1)N1CC[C@@H](N2CCC(O)CC2)[C@H](O)C1	-6%
Cc1oc(-c2ccccc2Cl)nc1CS(=O)CC(=O)NCc1ccc2c(c1)OCO2 (configuration not stated)	-8%
CCCN1CCC(=O)N(CCN=[N+]=[N-])CC1	-5%
[N-]=[N+]=NCC/C=C\C1NS(=O)(=O)OCC1O (configuration not stated)	-2%
COc1ccc(CNC(=O)CS(=O)Cc2nc(-c3ccc(OC)c(OC)c3)oc2C)cc1 (configuration not stated)	-12%
COc1cccc(CNC(=O)N2CCN(S(=O)(=O)c3ccc(Cl)cc3)CC2)c1	-9%
O=C(Cn1cnc2c(nnn2Cc2ccccc2)c1=O)Nc1ccc2c(c1)OCCO2	-4%
CCCn1c(N)c(N(CCOC)C(=O)c2cc(S(=O)(=O)N3CCCCCC3)ccc2OC)c(=O)[nH]c1=O	-9%
COc1ccc(C(=O)c2ccc([N+](=O)[O-])cc2)cc1S(=O)(=O)N1CCC(C(=O)O)CC1	-2%
Cc1ccc(NC(=O)CN2C(=O)NC(C)(c3ccccc3)C2=O)c(C)c1 (configuration not stated)	-7%
CS(=O)(=O)c1ccc(C(=O)OC2CCOC2=O)cc1[N+](=O)[O-] (configuration not stated)	-8%
COc1ccccc1C1NC(=O)c2ccccc2O1 (configuration not stated)	-6%
CC(=O)c1cccc(NC(=O)CSc2nnc(C(C)N(C)C)n2-c2ccc(F)cc2)c1 (configuration not stated)	-11%
CCC1CCCCN1S(=O)(=O)c1ccc(-n2cnnn2)c(C)c1 (configuration not stated)	-10%
CC(=O)Nc1ccc(S(=O)(=O)NC2CCCCCC2)cc1	-10%
COC(=O)c1ccc(CN2CCCC(C(=O)Nc3cccc(-n4cccn4)c3)C2)cc1 (configuration not stated)	-8%
O=C(CNC(=O)c1ccccc1Br)N/N=C/c1cccnc1	-1%
Cc1ccc(/C=N/NC(=O)COc2ccc(Cl)c(C)c2)o1	1%
COCCNc1ncnc2c1cnn2Cc1ccccc1Cl	-6%
Cc1ncc(CO)c(CNc2ccc(-c3nc4ccccc4[nH]3)cc2)c1O	-3%
CCOCCn1c(CN2CCN(C(c3ccccc3)c3ccccc3)CC2)nc2c1c(=O)n(C)c(=O)n2C	-7%
COc1cc(C(=O)N2CCCc3ccccc32)c([N+](=O)[O-])cc1OC	-8%
Cc1cc(C)c(C#N)c(N2CCN(c3ccc(F)cc3)CC2)n1	-7%

(further entries)
SMILES	LYP phosphatase
CCn1c(SCC(=O)N2CCCCCC2)nc2c([nH]c3ccccc32)c1=O	-8%
Cc1c(C(=O)N2CCOCC2)c(S(=O)(=O)Nc2ccc(Br)cc2F)c(C)n1C	-13%
Cc1cc(C)cc(C(=O)Nc2c3c(nn2C(C)(C)C)CS(=O)(=O)C3)c1	-13%
COc1ccc(CNc2ncc(-c3ccc(F)cc3)n2C)c2ccccc12	-12%
COc1ccccc1NC(=O)NCC1(N(C)C)CCCCC1	-6%
COC1=C/C(=C/c2c(N)n3nc(CC(=O)N4CCCCC4)sc3nc2=O)C=CC1=O	-5%
O=C(N/C(=C/c1cccc([N+](=O)[O-])c1)C(=O)N1CCCC1)c1ccccc1	-3%
CCN(CC(=O)Nc1ccc(NC(C)=O)cc1)C(=O)/C=C/c1ccc(S(=O)(=O)N2CCCCCC2)cc1	-2%
COc1cccc(C(=O)NC2CCCc3ccccc32)c1 (configuration not stated)	-12%
COCCOC(=O)c1[nH]c2c(c1C)C(=O)CC(c1cc(OC)c(OC)c(OC)c1)C2 (configuration not stated)	-6%
CC(C)(C)NC(=O)COc1ccc2oc3c(c2c1)CCCC3	2%
O=C(CN(Cc1ccc(Br)cc1)S(=O)(=O)c1ccccc1)NCc1ccccn1	-7%
Cc1ccc(C)c(C(C)NC(=S)NCc2ccc(F)cc2)c1 (configuration not stated)	7%
COc1ccccc1C(CNc1nc(C(F)(F)F)nc2ccccc12)N(C)C (configuration not stated)	0%
Cc1ccsc1/C=N/NC(=O)c1nnn(-c2nonc2N)c1CSc1ccccc1	1%
CCOc1ccccc1NC(=O)CCc1c(C)nn(-c2ccc(N3CCCCC3)nn2)c1C	0%
CC(=O)N(C)c1ccc(NC(=O)Nc2cccc3ccccc23)cc1	-6%
CCc1ccc(Nc2n[n+](-c3ccccc3)c(-c3ccc(SC)cc3)s2)cc1	-13%
O=C(CSc1ccc2nnc(CCNC(=O)c3ccccc3)n2n1)Nc1ccc(F)cc1F	-10%
CC(C)(C)NC(=O)COC(=O)c1c2c(nc3ccccc13)CCC2	0%
Cc1cccc(N2CCN(C(=O)c3cccs3)CC2)c1C	-8%
